PKA-R1A act: activates the PKA-R1A holoenzyme complex; P00514+P68181; PKA-R1A dissociation, Cy5-IP20 fluorescence polarization; scaled: DMSO 0%, 113 µM cGMP 100%; hit rate 0.083% among 340,000; AID 504707; activation, % at 11.4 µM;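 active = percent activation above the mean of all tested compounds plus 3 SD, cut at about 19% in these data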;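 also: higher means more PKAc released from R1A so a rise in polarization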
PfHsp90 yeast 2: growth inhibition of yeast expressing Plasmodium Hsp90; inhibition, % at 9.4 µM; hit rate 0.32% among 310,000; S. cerevisiae expressing PfHsp90, BacTiter-Glo ATP, 48 h; yeast lacking PDR1 and PDR3 efflux regulators;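 active = every replicate shows inhibition above about 80%, whatever the replicate mean, limit read from the data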;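 also: 0% = DMSO neutral controls and 100% = 20 µM radicicol positive controls; yeast relying on Plasmodium falciparum Hsp90 in place of its own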
HTR5A ag: HTR5A agonism, opioid heterodimer counter-screen; P47898; HTR5A agonist assay, luminescence, cell-based; activation, % at 9.3 µM; hit rate 0.61% among 340,000; in the data active = activation mostly above about 9.5%, no sharp cut-off; inactive = mostly below about 7.6%;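 also: 0% = cells with vehicle only and 100% = reference agonist; strong numbers were not always called active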
AddAB inh: less growth of phage-infected E. coli with AddAB | E. coli expressing H. pylori AddAB, absorbance growth | inhibition, % at 11.9 µM | hit rate 0.29% among 330,000 | AID 435030; in the data active = inhibition above about 12%;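 also: 0% = vehicle wells of infected cells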
phage Ecoli inh: E. coli growth loss with phage present; AID 651602; hit rate 0.26% among 360,000; growth absorbance; inhibition, % at 11.9 µM; in the data active = inhibition above about 11%
Ecoli viability: counter-screen for AddAB inhibitors: E. coli growth inhibition; E. coli V3065 growth, OD600 absorbance, 18 h; inhibition, % at 11.9 µM; hit rate 0.27% among 330,000; AID 449728;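 active = inhibition above the campaign's mean inhibition across all tested compounds plus 3 SD, cut at about 9.9% in these data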;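 also: uninfected addAB+ strain grown without phage in ampicillin broth; 0% = DMSO wells and 100% = ciprofloxacin 0.95 µg/ml wells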
HTR5A inv ctr: inverse agonist of human HTR5A in OPRM1-OPRD1 counter-screen; HTR5A cell line, luminescence, inverse agonism; inhibition, % at 9.3 µM; hit rate 0.083% among 340,000; AID 504634; in the data active = inhibition mostly above about 23%, no sharp cut-off; inactive = mostly below about 18%;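 also: 0% = cells with DMSO and 100% = no-cell wells with DMSO; some compounds called inactive have numbers as strong as hits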
OPRM1-OPRD1 inv: mu-delta opioid heterodimer inverse agonism. P35372+P41143. cell-based MOR-DOR heterodimer luminescence. inhibition, % at 9.3 µM. hit rate 0.21% among 340,000. AID 504357; in the data active = inhibition above about 22%, passing the limit was not always enough;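 also: 0% = cells with DMSO and 100% = wells without cells with DMSO; values of inactives mirror those of a sister screen read the other way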
Target sequence (P35372 whole entry, looked up): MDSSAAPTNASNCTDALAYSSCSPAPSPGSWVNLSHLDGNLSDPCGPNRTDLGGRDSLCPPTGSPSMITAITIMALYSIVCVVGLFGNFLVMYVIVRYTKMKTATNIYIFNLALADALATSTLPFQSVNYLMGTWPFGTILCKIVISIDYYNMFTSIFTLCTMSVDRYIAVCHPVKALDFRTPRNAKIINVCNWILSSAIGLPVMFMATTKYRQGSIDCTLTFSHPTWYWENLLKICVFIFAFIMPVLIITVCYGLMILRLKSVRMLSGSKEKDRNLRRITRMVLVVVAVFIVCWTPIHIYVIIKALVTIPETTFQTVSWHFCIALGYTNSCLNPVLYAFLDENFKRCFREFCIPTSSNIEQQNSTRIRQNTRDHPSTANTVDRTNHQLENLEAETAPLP
Target sequence (P41143 whole entry, looked up): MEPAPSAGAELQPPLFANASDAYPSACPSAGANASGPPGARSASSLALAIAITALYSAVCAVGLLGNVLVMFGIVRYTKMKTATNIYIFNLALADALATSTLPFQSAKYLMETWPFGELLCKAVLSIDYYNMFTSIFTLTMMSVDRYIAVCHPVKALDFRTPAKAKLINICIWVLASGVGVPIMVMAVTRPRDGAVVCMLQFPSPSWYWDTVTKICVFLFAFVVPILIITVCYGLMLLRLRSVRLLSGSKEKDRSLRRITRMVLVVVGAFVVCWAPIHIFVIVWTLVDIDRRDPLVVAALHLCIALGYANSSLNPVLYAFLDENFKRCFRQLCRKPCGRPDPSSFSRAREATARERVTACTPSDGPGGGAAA
Mot1-301 SUMO: blocks SUMOylation pathway, rescuing yeast Mot1-301 growth | growth rescue, % at 18.8 µM | S. cerevisiae Mot1-301 growth rescue, ATP luminescence, 38.5C; percent above DMSO median, 100 means doubled | hit rate 1% among 320,000;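 active = every valid replicate shows activation above 250% relative to neutral control wells; inactive = the rest, any valid replicate at or below 250%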;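 also: OY570 slx delta 5 strain wells were the positive control but not used for scaling; some compounds called inactive have numbers as strong as hits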
OPRM1-OPRD1 ag: agonists of human mu-delta opioid receptor heterodimerization | hit rate 0.3% among 340,000 | cells, OPRM1-OPRD1 heterodimerization, luminescence | P35372+P41143 | activation, % at 9.3 µM; in the data active = activation above about 18%;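 also: 0% = vehicle-treated cells and 100% = reference agonist; values of inactives mirror those of a sister screen read the other way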
DSG3 Ab inh: human desmoglein-3 autoantibody binding inhibition; P32926; DSG3-coupled beads, scFv-anti-DSG3-GFP binding, flow cytometry; hits give low values; binding (percent of control), % at 10 µM; hit rate 0.48% among 310,000; AID 588358;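 active = binding more than 3 SD below its plate's average and above zero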;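 also: hits lower antibody fragment binding to DSG3; some compounds called inactive have numbers as strong as hits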
An asterisk follows results filed as active; / = no result given.

SMILES	PKA-R1A act	PfHsp90 yeast 2	HTR5A ag	AddAB inh	phage Ecoli inh	Ecoli viability	HTR5A inv ctr	OPRM1-OPRD1 inv	Mot1-301 SUMO	OPRM1-OPRD1 ag	DSG3 Ab inh
CC(=O)NNC(=S)Nc1cc(S(=O)(=O)N(C)C)ccc1C	-14	11	1	4.6	1.4	1.6	3	15	-1	-2.9	106
COc1cc2c3c(c1OC)C1(C=CC(=NNC(N)=O)C=C1)CC3N(C(C)=O)CC2 (centres undefined)	-13	6	7	-0.8	3.0	-3.2	7	-5	-18	0.7	94
Cc1ccc(NC(=O)CN(C)C(=O)Cc2ccc(Cl)c(Cl)c2)cc1	-13	-9	-6	1.0	2.8	0.6	16	-10	-11	1.4	/
COc1ccc2c(C)c(CC(=O)N3C[C@H]4C[C@@H](C3)c3cccc(=O)n3C4)c(=O)oc2c1OC	4	4	-3	3.7	4.0	0.8	-4	13	244	-2.6	/
CCOc1ccc2oc(C(=O)N3CCCN(C)CC3)c(C)c2c1	-4	2	0	1.3	3.2	0.9	0	3	-1	-0.8	/
O=C(NCCN1CCOCC1)C1CC(=O)N(c2ccc(F)cc2)C1 (centres undefined)	3	41	-2	3.5	-0.2	0.6	-5	5	6	-0.6	102
Cc1ccc(-n2c(SCC(=O)Nc3ccc4c(c3)OCCO4)nnc2-c2ccco2)cc1	-19	12	9	1.3	1.9	2.4	-24	18	-8	-3.1	101
COc1ccc(C(=O)NC(=S)NCc2ccccc2)cc1OC	-6	-20	3	5.4	5.5	0.3	-27	12	366	-2.4	98
CC(=O)c1sc2nc(-c3ccco3)ccc2c1N	/	/	/	0.1	-0.7	-1.7	/	/	-6	/	105
CC1CCN(C(=S)NC(=O)c2ccc(C(C)(C)C)cc2)CC1	-4	-9	-5	/	-1.8	/	12	-19	/	4.6	110
Cc1ccc(-c2cc(C(=O)NCc3ccco3)c3ccccc3n2)s1	0	-17	14	1.2	0.9	-5.3	-35	1	-5	-0.3	100
O=C(c1ccco1)N1CCN(C(=O)c2cc3cc([N+](=O)[O-])ccc3oc2=O)CC1	-3	-12	-2	0.0	3.1	-4.9	5	4	-6	-0.7	103
COc1cc(C(=O)N2CCN(S(=O)(=O)c3ccc(C)cc3)CC2)ccc1OCC(=O)N1CCOCC1	-11	18	4	/	1.1	/	-9	9	/	-2.2	/
Cc1c(Cl)cnc(NC(=O)COC(=O)/C=C/c2ccco2)c1Cl	-4	-1	4	/	1.3	/	-6	6	/	-1.0	110
O=C(CC(CC(=O)c1ccccc1)c1ccncc1)c1ccccc1	-4	-10	2	/	1.6	/	-6	10	/	-1.9	89
CCc1nnc(NS(=O)(=O)c2ccc(Nc3ccc4nonc4c3[N+](=O)[O-])cc2)s1	-3	-1	-7	1.2	0.9	-0.4	18	-18	0	3.1	99
COc1ccc(-c2cc(C(F)(F)F)nc(N3CCOCC3)n2)cc1OC	5	/	-4	1.6	0.3	0.6	-12	-29	1	5.3	98
COC(=O)Cn1c2ccc(Cl)cc2c2nc(C)sc21	-2	-2	-5	1.5	3.1	-0.7	17	14	-11	-2.9	103
CCOC(=O)c1cc(-c2ccccc2)nn1CCC#N	-1	11	-1	1.5	0.0	-1.6	4	5	-14	-1.2	93
O=Cc1cn(CC(=O)N2CCCCCC2)c2ccccc12	-18	-3	-2	-0.3	1.5	-3.3	5	10	-1	-1.9	95
COc1ccccc1CNC(=O)c1ccc(-c2ccccc2C(F)(F)F)o1	-1	1	3	1.6	1.6	0.0	-8	-17	-8	3.0	103
O=C(NCCc1ccccc1)c1ccc2c(c1)N(Cc1ccccc1)C(=O)CS2=O (centres undefined)	-10	2	-4	2.7	0.3	1.0	9	7	90	-1.5	110
COc1ccc(NC(=O)CSc2ccc(NC(C)=O)cc2)cc1S(=O)(=O)N1CCOCC1	-18	-3	6	-1.8	3.6	0.2	-22	16	-5	-3.2	/
CC1(C)CC(=O)c2cc(C(=O)Nn3cnnc3)c(=O)n(-c3ccccc3)c2C1	0	-8	-6	-3.2	3.4	-1.5	14	12	-10	-2.2	104
CC(=O)Nc1nc(SCC(=O)Nc2nnc(C)s2)[nH]c(=O)c1NC(=O)c1cccs1	2	/	2	3.8	5.2	-0.3	-16	19	/	-3.1	84

An excerpt from above, showing only AddAB inh:
| molecule | AddAB inh |
| --- | --- |
| O=C(NCCc1ccccc1)c1ccc2c(c1)N(Cc1ccccc1)C(=O)CS2=O (centres undefined) | 2.7 |
| COc1ccc(NC(=O)CSc2ccc(NC(C)=O)cc2)cc1S(=O)(=O)N1CCOCC1 | -1.8 |
| CC1(C)CC(=O)c2cc(C(=O)Nn3cnnc3)c(=O)n(-c3ccccc3)c2C1 | -3.2 |

(list continues)
SMILES	PKA-R1A act	PfHsp90 yeast 2	HTR5A ag	AddAB inh	phage Ecoli inh	Ecoli viability	HTR5A inv ctr	OPRM1-OPRD1 inv	Mot1-301 SUMO	OPRM1-OPRD1 ag	DSG3 Ab inh
COc1cccc(/C=N/n2nnnc2N)c1O	2	24	-3	1.8	0.7	2.6	10	23	496	-4.4	99
CCn1cc(Br)c(-c2nc3ccccc3c(=O)n2N)n1	0	9	-2	1.9	1.8	-0.4	6	12	-11	-2.3	100
CC(=O)Nc1cc2ccccc2oc1=O	3	35	1	5.0	4.0	1.0	-2	-2	6	0.3	107
O=c1nc(-c2ccccc2)c(-c2ccccc2)n[nH]1	4	7	2	/	1.6	/	-8	12	-6	-2.6	96
Cc1cc(=O)[nH]c(N/N=C/c2sccc2C)n1	7	10	8	2.8	3.0	1.0	5	15	-6	-3.3	99
CCOc1ccc(-c2nnn(CC(=O)NCc3ccc(OC)cc3)n2)cc1OCC	2	-12	8	2.5	-1.5	0.9	-20	15	6	-2.6	97
COc1ccc(-n2c(=S)[nH]c3cc(C(=O)NCc4ccccc4)ccc3c2=O)c(OC)c1	-18	-9	4	0.8	1.1	-0.9	-11	-1	-17	0.1	112
O=C1c2ccccc2S(=O)(=O)c2cc(C(=O)N3CCC(O)CC3)ccc21	-3	2	0	5.2	2.2	-0.9	0	-7	58	1.1	103
CN(CCCNC(=O)CCC(=O)N1CCOc2ccccc21)Cc1ccccc1	-18	-17	3	1.9	5.0	0.3	-8	3	-10	-0.5	103
CCN(Cc1ccccc1)C(=O)Cn1c(=O)n(CCC(=O)N2CCCCC2)c(=O)c2sccc21	-3	1	-2	2.4	0.6	0.8	-8	7	9	-1.3	91
O=C(NCCC1=CCCCC1)c1cc(S(=O)(=O)N2CCOCC2)ccc1F	-3	17	5	0.0	1.8	0.4	-15	3	2	-0.6	/
CC(=O)c1cccc(NC(=O)N2CCCC2C(=O)NC2CCCCC2)c1 (centres undefined)	0	7	-5	-0.1	0.5	-1.7	-6	3	-20	-0.5	86
CCOC(=O)c1cc2sc(C)cc2n1CCCN1C(=O)c2ccccc2C1=O	-5	29	-1	4.1	1.1	1.4	4	-9	-4	1.5	/
COC(=O)c1ccccc1NC(=O)COC(=O)Cc1ccc(S(=O)(=O)N2CCOCC2)s1	-6	-7	-2	/	-0.9	/	4	1	/	-0.3	114
Cc1cc(=O)oc2cc(OCC(=O)Nc3c(C)n(C)n(-c4ccccc4)c3=O)c(Cl)cc12	-4	1	-2	/	0.6	/	1	24	/	-5.0	101
COc1ccc(C2C(C(=O)c3ccccc3)=C(C)Nc3nc4ccccc4n32)c(OC)c1 (centres undefined)	0	2	1	2.3	0.7	0.3	-2	-11	-23	1.9	102
CCOC(=O)c1sc(SC)nc1N	6	-10	6	-2.0	-0.6	1.0	-16	5	7	-1.0	99
Cc1cccc(C)c1NC(=S)Nc1c(C)n(C)n(-c2ccccc2)c1=O	6	-6	-7	1.0	3.7	-0.1	18	4	-4	-0.6	100
COc1cc(NC(=O)COc2ccc(-n3cnnn3)cc2)cc(OC)c1OC	-11	-18	0	-2.2	3.1	1.7	-18	7	-8	-1.8	107
Cc1cc(O)c(C2=Nc3ccccc3SC(c3ccc(Cl)cc3)C2)c(=O)o1 (centres undefined)	12	-10	0	1.6	-2.3	2.3	-5	8	-18	-1.5	96
CCCCN(C)CCCNC(=O)C1CCC(CNS(=O)(=O)c2c(C)cc(C)cc2C)CC1 (centres undefined)	-5	-17	1	0.3	-2.2	1.3	-5	3	-2	-0.6	98
Cc1ccc(NC(=O)CSc2sc3c(O)cc(=O)[nH]c3c2C#N)cc1C	-11	-15	5	3.8	0.2	0.9	-15	-8	231	1.0	95
CC(C)NC(=O)CCS(=O)(=O)c1cccc2nonc12	-8	/	-1	0.0	3.9	-1.1	3	12	-24	-2.0	/
O=C(N/N=C/C1=C(N2CCOCC2)C(=C\c2ccccc2)/CC1)Nc1ccccc1	-7	30	-1	0.8	4.9	0.5	-15	5	26	-0.9	101
O=C(Nc1ccc(Cl)cc1C(=O)NCc1cccnc1)c1ccc(Cl)cc1Cl	3	-3	2	-0.2	2.4	0.3	-17	-7	-4	1.4	122
CCOc1ccc2c3c(c(=O)oc2c1OCC)CCCC3	-12	/	-6	1.9	-0.8	1.3	14	7	8	-1.3	110
CC(C)Cn1c(SCC(=O)N(C)c2c(N)n(Cc3ccccc3)c(=O)[nH]c2=O)nc2ccccc21	3	-16	-2	0.2	1.5	-1.9	6	-1	93	0.1	91
CC(C)c1ccc(/C=N/NC(=O)C2CCCC2)cc1	-10	3	-2	2.4	3.0	0.8	4	12	26	-2.4	101
CCOC(=O)c1ccc2c(c1)N(CC(=O)N1CCCCC1)C(=O)C(C)(C)O2	-8	-1	7	-0.8	1.2	0.5	18	9	-4	-1.6	/
O=C(CSc1nnc(COc2ccc(Cl)cc2)o1)NC1CC2CCC1C2 (centres undefined)	0	-3	5	1.0	-0.8	-1.0	-11	-3	-1	0.5	93

In the list so far, these have fluorine:
SMILES	PKA-R1A act	PfHsp90 yeast 2	HTR5A ag	AddAB inh	phage Ecoli inh	Ecoli viability	HTR5A inv ctr	OPRM1-OPRD1 inv	Mot1-301 SUMO	OPRM1-OPRD1 ag	DSG3 Ab inh
O=C(NCCN1CCOCC1)C1CC(=O)N(c2ccc(F)cc2)C1 (centres undefined)	3	41	-2	3.5	-0.2	0.6	-5	5	6	-0.6	102
COc1ccc(-c2cc(C(F)(F)F)nc(N3CCOCC3)n2)cc1OC	5	/	-4	1.6	0.3	0.6	-12	-29	1	5.3	98
COc1ccccc1CNC(=O)c1ccc(-c2ccccc2C(F)(F)F)o1	-1	1	3	1.6	1.6	0.0	-8	-17	-8	3.0	103
O=C(NCCC1=CCCCC1)c1cc(S(=O)(=O)N2CCOCC2)ccc1F	-3	17	5	0.0	1.8	0.4	-15	3	2	-0.6	/
